Screens from PubChem.
mIAP act: activators of mouse IAP, primary screen, biochemical, luminescence, uHTS | intestinal alkaline phosphatase [Mus musculus] | muIAP, CDP-Star luminescence, 30 min; active compounds read high; 1 = vehicle-only enzyme signal, 0 = enzyme-free wells | activation factor at 10 µM | actives 0.24% (n = 330,000) | AID 2805, 2010;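 active = activation factor of at least 2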; also: the source names both 10 and 20 µM as test concentration; values of inactives mirror those of a sister screen read the other way
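Assay system: mouse IAP enzyme; reagent: chemiluminescent substrate CDP-Star; dosing: test compounds delivered from DMSO solution; schedule: 30 min at room temperature; measured by: luminescence from enzymatic CDP-Star hydrolysis; controls: DMSO-only wells and no-enzyme negative control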
APOBEC3G inh: APOBEC3G DNA deaminase inhibitors, primary screen, biochemical, fluorescence, single-stranded DNA substrate, uHTS; DNA dC->dU-editing enzyme APOBEC-3G (Homo sapiens), Q9HC16; recombinant A3G, ssDNA deamination FAM/TAMRA fluorescence; inhibition, % at 20 µM; actives 0.28% (n = 330,000); AID 493012, 2011;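 active = inhibition of at least 40% at 20 µM, with no more than 30% in the related APOBEC3A deaminase screen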;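 also: plate controls were DMSO wells with A3G for no effect and wells lacking A3G enzyme for full effect; some compounds called inactive have numbers as strong as hits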
beta cell repl: inducers of MIN6 beta-cell proliferation, primary screen, ATP luminescence, uHTS | MIN6 cells proliferation, ATPlite luminescence, 48 h; cells starved in 0.2% serum; 100% = growth in 10% serum | proliferation, % at 10 µM | actives 0.29% (n = 330,000);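 active = compounds whose signal lies at least 3.5 SD above the mean of all wells on their plate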;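 also: 0% = DMSO-treated cells in low-serum medium and 100% = 10% serum control; some compounds called inactive have numbers as strong as hits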
APOBEC3A inh: APOBEC3A ssDNA deaminase inhibitors, primary screen, selectivity assay for APOBEC3G inhibitor project, biochemical, FAM/TAMRA oligo cleavage fluorescence. DNA dC->dU-editing enzyme APOBEC-3A (Homo sapiens), P31941. recombinant A3A, FAM/TAMRA ssDNA deamination fluorescence. inhibition, % at 20 µM. actives 0.41% (n = 330,000);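 active = at least 40% inhibition at 20 µM here, with at most 30% in a related deaminase screen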;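 also: plate controls were A3A with DMSO for no effect and wells lacking A3A enzyme for full effect; some results filed as inactive read as strong as hits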
Target sequence (P31941 whole entry, looked up): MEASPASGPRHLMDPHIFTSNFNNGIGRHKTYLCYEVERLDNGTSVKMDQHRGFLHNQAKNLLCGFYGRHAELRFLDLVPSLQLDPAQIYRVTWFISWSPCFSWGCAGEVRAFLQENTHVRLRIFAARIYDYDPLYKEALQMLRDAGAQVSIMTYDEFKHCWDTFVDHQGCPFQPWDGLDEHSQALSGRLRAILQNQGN
hIAP act: human IAP activators, primary screen, biochemical, luminescence, uHTS; purified human IAP, CDP-Star luminescence, 30 min; active compounds read high; 1 = vehicle-only enzyme, 0 = enzyme-free background; Intestinal-type alkaline phosphatase (Homo sapiens), P09923; activation factor at 10 µM; actives 0.16% (n = 330,000);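 active = activation factor of the enzyme at least 2-fold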; also: the source names both 10 and 20 µM as test concentration; values of inactives mirror those of a sister screen read the other way
Target sequence (P09923 whole entry, looked up): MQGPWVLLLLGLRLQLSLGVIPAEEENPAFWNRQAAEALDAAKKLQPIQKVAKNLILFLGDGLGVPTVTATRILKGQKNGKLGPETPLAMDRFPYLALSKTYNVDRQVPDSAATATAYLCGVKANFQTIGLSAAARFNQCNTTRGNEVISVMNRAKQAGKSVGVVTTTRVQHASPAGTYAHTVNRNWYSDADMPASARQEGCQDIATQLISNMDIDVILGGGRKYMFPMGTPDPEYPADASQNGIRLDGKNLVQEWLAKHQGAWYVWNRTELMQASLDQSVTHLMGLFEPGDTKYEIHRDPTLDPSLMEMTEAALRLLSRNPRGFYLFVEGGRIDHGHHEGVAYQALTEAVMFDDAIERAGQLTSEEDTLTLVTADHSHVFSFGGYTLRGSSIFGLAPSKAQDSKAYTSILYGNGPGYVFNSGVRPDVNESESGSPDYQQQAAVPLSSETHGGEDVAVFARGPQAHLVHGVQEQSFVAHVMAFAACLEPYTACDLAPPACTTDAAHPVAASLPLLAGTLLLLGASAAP
SENP1 FRET inh: human SENP1 catalytic domain inhibitors, primary screen, biochemical, FRET, uHTS. Sentrin-specific protease 1 (Homo sapiens), Q9P0U3. recombinant SENP1 catalytic domain, CyPet-SUMO1-YPet FRET cleavage. inhibition, % at 10 µM. actives 0.21% (n = 360,000). AID 624204, 2012;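 active = inhibition at least 30% at 10 µM, raw YFP signal under a set limit, fluorescence ratio 0.5 to 1.5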;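 also: 0% = enzyme with DMSO and 100% = no enzyme wells; some results filed as inactive read as strong as hits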
Target sequence (Q9P0U3 419-644 limits assumed): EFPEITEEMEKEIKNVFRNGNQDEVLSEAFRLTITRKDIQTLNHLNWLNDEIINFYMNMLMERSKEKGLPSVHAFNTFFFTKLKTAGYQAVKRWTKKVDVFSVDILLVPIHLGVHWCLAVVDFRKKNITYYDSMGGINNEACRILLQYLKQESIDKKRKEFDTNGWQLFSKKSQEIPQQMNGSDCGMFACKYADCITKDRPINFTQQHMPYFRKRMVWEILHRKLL
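Material – human SENP1 catalytic domain · Input – SENP1 enzyme, 20 pM final · Compound dosing – single concentration of 10 µM compound, 0.5% DMSO final · Timing – enzyme reaction for 50 min at room temperature, dark · Measured by – FRET fluorescence in CFP and YFP emission channels · Control set – no-enzyme wells low, DMSO-plus-enzyme wells high control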
mIAP block: inhibitors of mouse IAP, primary screen, biochemical, luminescence, uHTS; AID 2806, 2010; intestinal alkaline phosphatase [Mus musculus]; actives 0.2% (n = 330,000); inhibition, % at 10 µM; purified mouse IAP, CDP-Star luminescence, 30 min;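 active = inhibition of at least 40% at 10 µM in the primary screen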;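 also: plate controls were DMSO with enzyme for no effect and no enzyme wells for full effect; values of inactives mirror those of a sister screen read the other way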
hIAP block: human IAP inhibitors, primary screen, biochemical, luminescence, uHTS; purified IAP, CDP-Star luminescence, 30 min; Intestinal-type alkaline phosphatase (Homo sapiens), P09923; inhibition, % at 10 µM; actives 0.12% (n = 330,000);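 active = inhibition reaching a set limit with compound at 10 µM in the primary screen, cut at about 35% in these data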;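 also: plate controls were DMSO wells with enzyme for no effect and no-enzyme buffer wells for full effect; values of inactives mirror those of a sister screen read the other way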
NALP3 yeast inh: NALP3 inflammasome inhibitors in reconstituted yeast, primary screen, luminescence, uHTS | Yeast reconstituted NLRP3/ASC/caspase-1, beta-gal luminescence, 24 h | AID 2825, 2010 | actives 0.39% (n = 330,000) | inhibition, % at 10 µM;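 active = inhibition of 50% or more; inactive = inhibition below 50%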;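 also: plate controls were induced DMSO wells for no effect and uninduced yeast grown without galactose for full effect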
An asterisk follows results filed as active; / = no result given; & = joins results of further samples. The list is partial; rates above refer to the full screens.

Under each structure: mIAP act	APOBEC3G inh	beta cell repl	APOBEC3A inh	hIAP act	SENP1 FRET inh	mIAP block	hIAP block	NALP3 yeast inh
- COc1ccc(C(=O)NCc2ccc(OCCN(C)C)cc2)cc1OC
→ 0.89	2	-2	4	1	8	11	-2	16
- Cc1c(NC(=O)c2cccnc2)c(=O)n(-c2ccccc2)n1C
→ 0.9	-1	-2	-2	0.94	1	10	6	18
- OCCN1CCN(CCCN2c3ccccc3Sc3ccc(Cl)cc32)CC1
→ 0.98	-13	-8	-2	1.1	-1	2	-8	14
- O=C(CCNNC(=O)c1ccncc1)NCc1ccccc1
→ 1	-2	0	-4	0.92	0	-1	8	-2
- CCCNC(C)C(=O)Nc1c(C)csc1C(=O)OC (configuration not stated)
→ 0.97	-6	5	-6	0.88	2	3	12	0
- CCN(CC)CCNC(=O)c1cc(Cl)c(N)cc1OC
→ 1	0	6	3	0.88	-1	-4	12	3
- CC(C(=O)O)c1ccc(C(=O)c2cccs2)cc1 (configuration not stated)
→ 1.1	-5	2	3	1	1	-10	-2	5
- CN(C)CCOC(C)(c1ccccc1)c1ccccn1 (configuration not stated)
→ 0.93	-3	2	-4	0.96	-1	7	4	21
- CC(=O)OCC1=C[C@@H]2OC(=O)C3=CO[C@@H](O[C@@H]4O[C@H](CO)[C@@H](O)[C@H](O)[C@H]4O)[C@H]1[C@@H]32
→ 0.96	-5	-3	-2	0.91	1	4	9	-11
- CN1CCOC(c2ccccc2)c2ccccc2C1 (configuration not stated)
→ 0.95	0	4	1	1.1	0	4	-11	8
- CCOC(=O)c1ccc(N)cc1
→ 0.97	-4	-4	-1	0.9	1	3	10	19
- C/C=C(/C)C(=O)O[C@@H]1c2c(ccc3ccc(=O)oc23)OC(C)(C)[C@@H]1OC(=O)/C(C)=C\C
→ 0.93	-7	-6	-3	0.95	2	7	5	12
- CC1(C)Cc2c(sc(NC(=S)NC(=O)c3ccccc3)c2C(=O)O)CO1
→ 1	-3	-2	-3	1	1	0	-2	7
- C=C[C@@H]1CN2CCC1C[C@@H]2[C@@H](O)c1ccnc2ccc(OC)cc12 (some centres not stated)
→ 1.1	1&0	2	3&3	0.94	1&3	-3	12	22
- CC(=O)NC(Cc1ccccc1)C(=O)O (configuration not stated)
→ 1.1	-10	-3	-3	1.1	1	-6	-14	1
- Cc1cc(-c2ccccc2)nnc1NCCN1CCOCC1
→ 1	-2	3	-3	0.96	2	-4	4	10
- CCCCCCO
→ 0.96	-12	0	-5	0.89	0	4	11	11
- NC(=O)c1cn(Cc2c(F)cccc2F)nn1
→ 0.95	-5	0	-3	0.98	0	4	2	9
- OC(C#CCN1CCCC1)(c1ccccc1)c1ccccc1
→ 1	-10	4	-4	1.1	1	-4	-12	11
- CC(=O)Nc1ccc(C(=O)O)cc1
→ 1.1	-3	-3	0	0.99	3	-10	1	1
- CCOc1ccc(NC(=O)Cn2cc(C(=O)c3ccco3)c3ccccc32)cc1
→ 1	-1	-4	6	0.95	1	-3	5	-7
- CN1CCN(CCC(=O)N2c3ccccc3Sc3ccc(C(F)(F)F)cc32)CC1
→ 1.2	-4	-5	-3	1.1	4	-16	-8	13
- Cc1cc(Nc2cc(N3CCN(C)CC3)nc(Sc3ccc(NC(=O)C4CC4)cc3)n2)n[nH]1
→ 1.1	14	-7	3	1.2	2	-5	-15	5
- CC1COc2c(N3CCN(C)CC3)c(F)cc3c(=O)c(C(=O)O)cn1c23 (configuration not stated)
→ 1	-6	-2	-2	0.83	-2	-2	17	10
- CN1CCN(C(c2ccccc2)c2ccccc2)CC1
→ 1.1	-7	-5	-2	1.2	-1	-14	-20	-44
- CC(=O)c1ccc(S(=O)(=O)NC(=O)NC2CCCCC2)cc1
→ 1.1	-4	-2	0	1	0	-11	-2	16
- COC(=O)c1ccc(O)cc1
→ 0.9	-11	1	-6	0.94	1	10	6	2
- O=C(CCN1CCC(c2ccccc2)C1)c1ccc2c(c1)OCCO2 (configuration not stated)
→ 1	3	-8	2	1	2	-2	-4	43
- COc1ccc(/C=C/C(=O)Nc2ccccc2C(=O)O)cc1OC
→ 1.1	-7	-3	-3	1.1	1	-8	-15	-5
- C=CC1=C(C(=O)O)N2C(=O)[C@@H](NC(=O)/C(=N\O)c3csc(N)n3)[C@H]2SC1 (stereo in doubt)
→ 0.87	18	1	89*	1.4	0	13	-37	0

Six structures from above, arranged by count of non-hydrogen atoms, largest number first.
Under each structure: mIAP act	APOBEC3G inh	beta cell repl	APOBEC3A inh	hIAP act	SENP1 FRET inh	mIAP block	hIAP block	NALP3 yeast inh
- CC(=O)OCC1=C[C@@H]2OC(=O)C3=CO[C@@H](O[C@@H]4O[C@H](CO)[C@@H](O)[C@H](O)[C@H]4O)[C@H]1[C@@H]32
→ 0.96	-5	-3	-2	0.91	1	4	9	-11
- CC1COc2c(N3CCN(C)CC3)c(F)cc3c(=O)c(C(=O)O)cn1c23 (configuration not stated)
→ 1	-6	-2	-2	0.83	-2	-2	17	10
- Cc1c(NC(=O)c2cccnc2)c(=O)n(-c2ccccc2)n1C
→ 0.9	-1	-2	-2	0.94	1	10	6	18
- CN1CCOC(c2ccccc2)c2ccccc2C1 (configuration not stated)
→ 0.95	0	4	1	1.1	0	4	-11	8
- CC(C(=O)O)c1ccc(C(=O)c2cccs2)cc1 (configuration not stated)
→ 1.1	-5	2	3	1	1	-10	-2	5
- CC(=O)NC(Cc1ccccc1)C(=O)O (configuration not stated)
→ 1.1	-10	-3	-3	1.1	1	-6	-14	1

Later entries.
Under each structure: mIAP act	APOBEC3G inh	beta cell repl	APOBEC3A inh	hIAP act	SENP1 FRET inh	mIAP block	hIAP block	NALP3 yeast inh
- O=C(NCCc1c[nH]c2ccccc12)c1cccnc1
→ 0.98	-7	0	-2	1.1	-2	2	-7	5
- COc1cc2c(c(OC)c1OC)-c1c(cc3c(c1OC)OCO3)[C@@H](OC(C)=O)[C@H](C)[C@H](C)C2
→ 0.96	-1	-5	1	0.8	1	4	20	0
- O=S(=O)(c1cccc2cnccc12)N1CCCNCC1
→ 0.98	-9	6	-1	0.97	-5	2	3	8
- c1ccc(CC2=NCCN2)cc1
→ 1.1	-7	-2	-1	1	0	-14	-4	-7
- CCc1cc(=O)oc2c(CNC(Cc3ccccc3)C(=O)O)c(O)ccc12 (configuration not stated)
→ 0.99	0	-1	2	1.2	/	1	-24	13
- C=C[C@H]1CN2CC[C@H]1C[C@@H]2[C@@H](O)c1ccnc2ccc(OC)cc12
→ 0.97	-5&-2	0	-3&-3	0.86	1&0&1	6	9	9
- C1CCC(C(CC2CCCCN2)C2CCCCC2)CC1 (configuration not stated)
→ 1.2	-4&3	-8	4&4	0.85	-1&0	-11	3	48
- Cn1c(=O)c2c(ncn2CC2OCCO2)n(C)c1=O
→ 1	-9	-5	-5	0.98	-1	-4	2	7
- NC(=O)c1cccc(-c2cc(Nc3ccc(OC(F)(F)F)cc3)ncn2)c1
→ 0.98	4	-7	-4	0.97	1	2	3	3
- Cc1nc2ccccn2c(=O)c1CCN1CCC(C(=O)c2ccc(F)cc2)CC1
→ 1	0	-3	14	1.1	-4	-3	-11	12
- O=C(c1ccc(F)cc1)C1CCN(CCn2c(=O)[nH]c3ccccc3c2=O)CC1
→ 1.1&1.1	-1&-4	2&0	4&-1	1&0.83	-1&3	-5&-7	-2&16	14&-1
- CCN(CC)CCOC(=O)C1(c2ccccc2)CCCC1
→ 0.89	-6	-2	-3	0.84	0	11	16	11
- CC(COc1ccccc1)NC(C)C(O)c1ccc(O)cc1 (configuration not stated)
→ 0.98	-4	2	-3	0.92	1	2	8	17
- COc1ccccc1N1CCN(CCCNc2cc(=O)n(C)c(=O)n2C)CC1
→ 1	-8	-3	0	1	1	-3	-2	15
- c1ccc(CN(CC2=NCCN2)c2ccccc2)cc1
→ 1.1	-6&-7	3	-6&-1	0.98	0&-3	-5	19	19
- CCC(C)n1ncn(-c2ccc(N3CCN(c4ccc(OCC5COC(Cn6cncn6)(c6ccc(Cl)cc6Cl)O5)cc4)CC3)cc2)c1=O (configuration not stated)
→ 1	-1	-7	3	1	-2	0	0	28
- COc1cc2c(cc1OC)C(=O)C(CC1CCN(Cc3ccccc3)CC1)C2 (configuration not stated)
→ 0.96	-4	-2	-6	0.92	-1	4	8	14
- CCCn1cnc2c1c(=O)n(CCCCC(C)=O)c(=O)n2C
→ 1	-12	3	-2	1.1	3	-1	-6	13
- CC[n+]1c(C)sc2cc(OC)ccc21
→ 0.91	31	-7	45	1.1	-2	9	-6	22
- Cc1ccc(CN2CCN(Cc3cccc4nccnc34)CC2CCO)cc1 (configuration not stated)
→ 1	-7	-3	0	0.97	0	-3	3	-2
- C[C@]12CCC(=O)C=C1CC[C@@H]1[C@@H]2CC[C@@]2(C)[C@H]1CC[C@]2(O)C(=O)CO
→ 0.93	-7	3	-2	1	0	8	-2	19
- CCOc1ccc(C(=O)OCCN(CC)CC)cc1
→ 1.1	-3	2	0	1.1	2	-6	-7	5
- Oc1ccc(/C=C/c2cc(O)cc(O)c2)cc1
→ 0.94	-6	-7	1	0.97	-1	6	3	11
- CC[N+](C)(CC)CCOC(=O)C(O)(c1ccccc1)C1CCCCC1 (configuration not stated)
→ 1.1	19	-1	3	1.1	0	-13	-11	11

Looked up one by one from the list above:
Under each structure: mIAP act	APOBEC3G inh	beta cell repl	APOBEC3A inh	hIAP act	SENP1 FRET inh	mIAP block	hIAP block	NALP3 yeast inh
- Cc1cc(-c2ccccc2)nnc1NCCN1CCOCC1
→ 1	-2	3	-3	0.96	2	-4	4	10
- CCOc1ccc(C(=O)OCCN(CC)CC)cc1
→ 1.1	-3	2	0	1.1	2	-6	-7	5
- O=C(CCNNC(=O)c1ccncc1)NCc1ccccc1
→ 1	-2	0	-4	0.92	0	-1	8	-2
- CC(=O)OCC1=C[C@@H]2OC(=O)C3=CO[C@@H](O[C@@H]4O[C@H](CO)[C@@H](O)[C@H](O)[C@H]4O)[C@H]1[C@@H]32
→ 0.96	-5	-3	-2	0.91	1	4	9	-11
- CCCn1cnc2c1c(=O)n(CCCCC(C)=O)c(=O)n2C
→ 1	-12	3	-2	1.1	3	-1	-6	13
